SENP7 inh: inhibitors of human SENP7 protease; inhibition, % at 5 µM; AID 434973; Q9BQF6; recombinant SENP7, Z-RLRGG-aminoluciferin luminescence, 40 min; hit rate 1.5% among 330,000;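 active = inhibition above about 50% at the single test dose, limit read from the data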;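 also: plate controls were DMSO with enzyme for no effect and no enzyme buffer wells for full effect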
Apaf-1 inh: inhibitors of human Apaf-1 apoptosome. reconstituted apoptosome caspase-3 activity, DEVD-Rh110 fluorescence. inhibition, % at 20 µM. hit rate 0.71% among 330,000. AID 489030; active = inhibition of at least 40% at 20 µM;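 also: plate controls were DMSO wells for no effect and DEVD-CHO caspase inhibitor wells for full effect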
Target sequence (O14727 whole entry, looked up): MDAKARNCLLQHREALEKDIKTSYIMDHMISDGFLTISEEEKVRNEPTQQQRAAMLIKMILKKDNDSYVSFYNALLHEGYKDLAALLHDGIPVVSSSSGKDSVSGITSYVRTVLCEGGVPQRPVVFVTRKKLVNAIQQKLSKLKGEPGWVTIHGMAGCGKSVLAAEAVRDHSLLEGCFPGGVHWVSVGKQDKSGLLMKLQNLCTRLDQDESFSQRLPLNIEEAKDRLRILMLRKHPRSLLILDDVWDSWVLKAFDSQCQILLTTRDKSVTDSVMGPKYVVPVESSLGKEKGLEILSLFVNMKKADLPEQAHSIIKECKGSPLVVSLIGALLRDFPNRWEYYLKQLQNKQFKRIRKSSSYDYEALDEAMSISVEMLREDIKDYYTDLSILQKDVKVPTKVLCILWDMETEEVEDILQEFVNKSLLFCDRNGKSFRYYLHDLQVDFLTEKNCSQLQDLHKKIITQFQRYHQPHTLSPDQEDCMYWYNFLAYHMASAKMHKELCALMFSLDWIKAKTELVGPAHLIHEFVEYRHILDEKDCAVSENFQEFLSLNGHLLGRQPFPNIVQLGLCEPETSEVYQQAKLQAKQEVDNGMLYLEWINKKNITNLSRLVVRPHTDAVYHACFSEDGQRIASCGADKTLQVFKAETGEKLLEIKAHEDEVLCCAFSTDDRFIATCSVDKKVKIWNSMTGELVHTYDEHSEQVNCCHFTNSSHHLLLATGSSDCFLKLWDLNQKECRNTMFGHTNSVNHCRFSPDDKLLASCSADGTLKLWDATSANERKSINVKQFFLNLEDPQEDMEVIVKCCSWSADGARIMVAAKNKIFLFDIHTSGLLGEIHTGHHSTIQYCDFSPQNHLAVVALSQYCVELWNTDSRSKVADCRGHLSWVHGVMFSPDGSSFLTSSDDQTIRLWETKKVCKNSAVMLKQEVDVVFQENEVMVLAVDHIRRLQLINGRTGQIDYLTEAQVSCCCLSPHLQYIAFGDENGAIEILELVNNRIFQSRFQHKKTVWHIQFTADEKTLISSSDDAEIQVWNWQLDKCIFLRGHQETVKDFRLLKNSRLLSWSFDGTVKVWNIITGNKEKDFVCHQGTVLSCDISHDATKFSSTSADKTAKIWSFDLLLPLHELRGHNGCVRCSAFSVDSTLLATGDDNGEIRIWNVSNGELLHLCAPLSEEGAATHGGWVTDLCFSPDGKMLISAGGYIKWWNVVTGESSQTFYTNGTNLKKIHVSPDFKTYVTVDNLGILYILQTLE
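Material: biochemical Apaf-1 apoptosome reconstitution. Medium: Hepes buffer, pH 7.5. Also added: cytochrome c activation, bis-DEVD rhodamine 110 substrate. Timing: 30 min compound preincubation, 50 min activation, room temperature. Measured by: rhodamine 110 fluorescence at Ex 480/Em 540 nm.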
SENP6 block: blocks the human protease SENP6; Q9GZR1; inhibition, % at 10 µM; Recombinant SENP6 catalytic domain, aminoluciferin luminescence; AID 2599; hit rate 1.8% among 330,000;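 active = inhibition above about 50% at the single tested dose, limit read from the data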;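 also: plate controls were DMSO wells with enzyme for no effect and DMSO wells lacking enzyme for full effect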
SENP8 block-1: inhibitors of human SENP8 protease; recombinant SENP8, Nedd8 substrate fluorescence; inhibition, % at 20 µM; hit rate 0.64% among 360,000; AID 602440; in the data active = inhibition mostly above about 40%, no sharp cut-off; inactive = mostly below about 27%
HKDC1 inhibitor: HKDC1 (human) hexokinase inhibition; inhibition, % at 20 µM; hit rate 0.16% among 340,000; recombinant HKDC1, G6PDH/diaphorase resazurin coupled fluorescence;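 active = inhibition above about 35% when tested at 20 µM, limit read from the data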;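 also: plate controls were DMSO wells with enzyme for no effect and DMSO wells lacking enzyme for full effect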
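Incubation: 90 min at room temperature in dark / Material: recombinant HKDC1 (HK5) hexokinase enzyme, produced in-house / Quantity: enzyme 5 µg/mL final / Compound: one dose of 20 µM, 1% DMSO / Reagent: glucose and ATP substrates / Buffer or medium: Tris pH 8.0 buffer with MgCl2, Tween-20, BSA, BME / Technique: resorufin fluorescence at 613 nm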
PfGluPho inh: PfG6PD (Plasmodium falciparum) enzyme inhibition; PfGluPho enzyme, NADPH resazurin-diaphorase fluorescence; inhibition, % at 20 µM; hit rate 0.78% among 350,000;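 active = inhibition reaching at least a set limit at 20 µM in the primary screen, cut at about 59% in these data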;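 also: 0% = DMSO wells with substrate and 100% = DMSO wells lacking glucose-6-phosphate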
SENP1 inh: inhibitors of human SENP1 SUMO protease catalytic domain; recombinant SENP1 catalytic domain, CyPet-SUMO1-YPet FRET cleavage; inhibition, % at 10 µM; Q9P0U3; hit rate 0.21% among 360,000;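 active = inhibition at least 30% at 10 µM, raw YFP signal under a set limit, fluorescence ratio 0.5 to 1.5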;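 also: 0% = enzyme with DMSO and 100% = no enzyme wells; some results filed as inactive read as strong as hits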
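Assay system – human recombinant His6-tagged SENP1 catalytic domain enzyme · Input – SENP1 enzyme, 20 pM final · Buffer or medium – Tris pH 8 buffer plus EDTA, NaCl, BME, BSA, NP40, catalase · Schedule – 50 min reaction at room temperature · Technique – FRET read of cyan and yellow fluorescence · Control set – no-enzyme wells low, DMSO-plus-enzyme wells high control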
SENP8 block-2: SENP8 protease inhibition; AID 2540; inhibition, % at 10 µM; purified SENP8, Z-RLRGG-aminoluciferin cleavage, luminescence; hit rate 1.2% among 330,000; in the data active = inhibition above about 50%
Numbers without * were called inactive; · = not tested or not shown.

Fields: SENP8 block-1	SENP7 inh	SENP1 inh	HKDC1 inhibitor	SENP6 block	SENP8 block-2	PfGluPho inh	Apaf-1 inh
CSc1cccc(CN2CCC(Oc3ccc(C(=O)N4CCCCC4)cc3)CC2)c1
  -1.3	0.8	-5.7	-0.1	-3.8	4.0	0.9	17.4
O=C(Cc1ccc(Cl)cc1)c1ccccc1
  12.1	·	1.3	-3.0	·	·	-8.0	·
Cc1cc(C)nc(CCNC(=O)CC2C(=O)NCCN2Cc2ccccc2)n1 (stereo not drawn)
  -8.3	9.2	-2.3	-0.2	-10.3	-1.4	1.1	-1.2
CCN(CCCNC(=O)CNC(=O)c1nn(-c2ccc(OC)c(OC)c2)c(=O)c2ccccc12)c1ccccc1
  -10.2	4.9	2.0	0.7	-4.3	0.8	-2.3	33.5
COc1ccc(OC)c(C2=NOC(C(=O)Nc3ccc4c(c3)OCCO4)C2)c1 (stereo not drawn)
  -155.7	2.8	1.5	-5.5	9.1	6.5	-4.3	41.7*
CC(C)OP(=O)(OC(C)C)C(Nc1ccccc1)c1ccc2c(c1)OCO2 (stereo not drawn)
  5.1	-10.6	0.5	-5.2	-8.9	-15.3	-6.9	1.8
COc1cc(C2C(C#N)=C(N)OC3=C2C(=O)CC(C)(C)C3)ccc1OCCN1CCOCC1 (stereo not drawn)
  -5.3	5.1	-9.1	-5.9	-5.5	-1.1	-1.2	-24.5
C#CCSc1nnnn1-c1ccc(OCC)cc1
  11.7	3.5	0.7	-3.7	1.5	0.1	2.8	-0.7
COc1ccccc1C1=NOC(Cn2c(NCCCO)nc3c2c(=O)n(C)c(=O)n3C)C1 (stereo not drawn)
  -2.8	-7.1	-3.1	4.2	-15.9	-10.5	2.2	-0.1
Cc1cc(=O)n2c3ccccc3n(CC(O)CN3CCCCC3)c2c1C#N (stereo not drawn)
  -181.7	-6.0	-4.3	2.2	3.8	2.4	-7.0	-16.4
O=C(Nc1ccc(F)cc1)Nn1cnnc1
  18.5	-3.2	5.0	-4.9	-4.6	0.2	3.0	-4.1
NS(=O)(=O)c1ccc(NC(=O)CN2CCCCC2)cc1
  18.4	2.3	1.8	-8.6	1.5	-1.3	8.4	-2.7
CCC1(c2ccc(F)cc2)NC(=O)N(CC(=O)Nc2cc(S(=O)(=O)N(C)C)ccc2Cl)C1=O (stereo not drawn)
  4.5	-6.0	-1.0	-0.8	1.6	3.7	7.3	9.5
CC(C)NC(=O)c1ccc(CN2CCC(Cc3ccccc3)CC2)cc1
  4.9	-10.9	0.7	-0.8	0.3	-5.7	-0.2	-2.7
CCc1ccc(S(=O)(=O)Nc2c(NC3CCCCC3)c3ccccc3oc2=O)cc1
  -24.4	-0.5	-0.3	7.5	2.8	-1.4	13.7	16.9

The list goes on, starting with the last 2 of the part before.
Fields: SENP8 block-1	SENP7 inh	SENP1 inh	HKDC1 inhibitor	SENP6 block	SENP8 block-2	PfGluPho inh	Apaf-1 inh
CC(C)NC(=O)c1ccc(CN2CCC(Cc3ccccc3)CC2)cc1
  4.9	-10.9	0.7	-0.8	0.3	-5.7	-0.2	-2.7
CCc1ccc(S(=O)(=O)Nc2c(NC3CCCCC3)c3ccccc3oc2=O)cc1
  -24.4	-0.5	-0.3	7.5	2.8	-1.4	13.7	16.9
CCNC(=O)CSc1nnc(-c2cccc(S(=O)(=O)N3CCOCC3)c2)o1
  15.1	-4.2	0.2	-1.8	-3.5	-4.0	-2.2	-1.9
COc1ccccc1N1CCN(S(=O)(=O)c2ccc(Br)s2)CC1
  2.0	0.4	-52.0	5.7	-6.4	-5.0	-12.1	-2.5
CC(=O)Nc1ccc(OCCOc2ccccc2C(C)=O)cc1
  10.0	-0.4	0.7	-4.7	-19.3	2.2	-8.7	0.2
O=C(O)CSCC(=O)N1CCN(c2ccnc3cc(Cl)ccc23)CC1
  -8.1	-11.2	-0.4	1.4	-30.1	-11.0	-16.2	9.4
Cc1ncoc1C(=O)Nc1ccc(Oc2ccccc2)cc1
  11.9	56.0*	3.2	-5.8	62.1*	32.2	1.1	-12.3
CCOc1ccccc1NC(=S)N1CCCCCC1
  8.6	2.7	3.1	-5.1	1.7	2.2	13.8	-4.5
CC(=O)Oc1oc(-c2ccccc2)nc1/C=N/c1ccccn1
  -8.0	-9.0	-0.2	3.9	6.5	-11.3	15.4	-14.0
O=C(COc1ccccc1Br)Nc1ccc(S(=O)(=O)N2CCCC2)cc1
  6.2	-6.5	1.6	2.6	-10.9	-13.3	8.9	22.3
CCC(C(=O)NCc1ccncc1)c1ccccc1 (stereo not drawn)
  2.6	-3.9	-2.1	-5.2	-4.9	-1.5	1.5	-5.1
Cc1cc2nnc(SCC(=O)Nc3cc(S(=O)(=O)N4CCOCC4)ccc3Cl)n2c2ccccc12
  -119.5	4.5	-2.3	47.8*	-11.5	-1.9	38.6	16.8
COc1cc(C(=O)Nc2ccc3c(c2)OCCO3)c(-n2cnnn2)cc1OC
  21.2	-3.1	-2.1	4.5	0.8	-6.5	6.3	-9.5
CCOc1ccc(N2CSC3=C(C#N)C(c4ccco4)CC(=O)N3C2)cc1 (stereo not drawn)
  6.1	-2.9	-1.1	-1.5	-4.7	-2.3	3.9	37.1
O=c1c2ccccc2[nH]c(=S)n1CCCN1CCN(c2ccccc2)CC1
  8.5	-1.7	-0.2	-1.7	-5.2	-1.1	0.9	10.5
Cc1cccc(C(=O)NC(C)c2ccc(-n3ccnc3)cc2)c1C (stereo not drawn)
  9.7	3.8	-0.5	-8.9	-0.5	-0.8	9.2	-8.9
c1ccc(-c2sc3ccccc3c2-c2ccc(OCCN3CCOCC3)cc2)cc1
  -68.6	0.4	2.6	-0.6	-15.9	-2.0	1.8	23.9
CC1=CC(C)(C)NC(=S)N1c1cccc(Cl)c1
  -4.7	·	3.5	-2.6	·	·	26.8	·
COc1ccc(C(=O)N2C(=S)NC(=O)/C2=C\c2ccc(C)cc2)cc1
  -127.6	0.8	-115.3	12.5	2.5	4.4	-18.4	15.0
O=C(NCC(=O)N(CC1CCCO1)C1(C(=O)NC2CCCC2)CCCCC1)c1ccccc1 (stereo not drawn)
  1.1	-12.7	0.8	-6.5	-1.8	5.6	-2.3	9.6
CCOC(=O)c1ccccc1NS(=O)(=O)c1ccc(S(=O)(=O)N2CCCC2)cc1
  -10.5	2.0	0.1	10.2	-2.3	4.2	-10.7	10.0
CC(C)(C)SCCNC(=O)c1ccc(CN2CCc3ccccc3C2)cc1
  11.2	-6.6	-2.3	1.1	-20.5	2.9	5.0	10.6
CCOC(=O)c1ccc(N2C(=O)C3CC=CCC3C2=O)cc1 (stereo not drawn)
  1.7	-5.3	0.8	-0.1	7.5	-4.7	-23.9	-10.6
Nc1nnc(CCOc2ccccc2Cl)s1
  21.5	1.5	-0.2	0.2	-1.7	-7.4	-1.7	-7.2
O=C(NCc1ccccc1)[C@@H]1C[C@H]1[C@@H](NP(=O)(c1ccccc1)c1ccccc1)c1ccccc1
  -0.5	10.7	1.4	-6.8	-6.4	-11.1	-5.5	15.6
COC(=O)CCN(C(=O)c1cccc(OC(C)=O)c1)c1ccccn1
  13.6	7.5	0.2	-2.9	2.0	0.2	-0.6	0.4
CC(=O)Nc1nc(=S)ss1
  11.3	1.4	1.2	0.9	-4.2	2.0	50.7	-1.2
Cc1ccc(CSC2=CS(=O)(=O)c3ccccc3N2)cc1
  20.5	-2.6	2.4	0.6	-1.6	5.4	0.7	10.1
COC(=O)c1nn(C)c(=O)[nH]c1=O
  2.8	·	1.1	-4.3	·	·	-24.6	·
COC(=O)c1ccc(/C=N/OCC(=O)Nc2cc(F)ccc2F)cc1
  4.2	5.9	1.6	-3.3	6.1	0.2	3.9	-3.2
COc1ccc(C(=O)Nc2ccccc2C(=O)N2CCCCC2C)cc1 (stereo not drawn)
  12.6	7.1	2.2	-4.0	11.9	5.2	-6.1	14.1
Cn1c(=O)c2[nH]c(N/N=C(/C#N)C(N)=O)nc2n(C)c1=O
  ·	-2.0	·	4.5	-6.5	0.8	2.0	-3.8
CC1CN(C)C(C)C/C1=N/Oc1ccccc1[N+](=O)[O-] (stereo not drawn)
  24.1	-4.7	3.4	-1.8	-11.8	-9.8	19.7	1.1
CC1=NOC(=O)/C1=C/c1ccc(-c2ccc(Cl)cc2)o1
  4.6	-0.4	-5.9	·	26.0	19.5	·	14.7
COc1ccc(OC)c(N(CC(=O)NC2CC3CCC2C3)S(=O)(=O)c2ccccc2)c1 (stereo not drawn)
  13.1	11.4	1.4	3.7	-24.0	3.5	-3.0	10.1
Cn1c(=O)cc(N2CCOCC2)[nH]c1=O
  -1.7	1.3	-1.7	-7.2	-14.1	-3.1	8.3	-2.4
CCN1CCc2c(sc(NC(=O)c3ccc(S(=O)(=O)N(C)CC4CCCO4)cc3)c2C(N)=O)C1 (stereo not drawn)
  -10.6	-1.8	-128.8	-3.2	-2.3	-3.3	7.1	3.8
COCCNC(=S)N1CCN(c2ccc(Cl)cc2)CC1
  8.0	8.1	0.4	-11.0	18.6	7.5	26.9	4.5
CCOc1ccccc1NC(=O)CN1CCN(Cc2ccccc2)CC1
  21.0	1.4	-0.3	1.0	-39.5	1.4	7.8	-3.1
O=C1CCN(Cc2ccc([N+](=O)[O-])cc2)CCN1CCO
  16.6	9.3	-0.3	-5.7	-10.8	-2.0	-7.0	-5.7
C=C1CC(COc2cc(=O)oc3ccccc23)(c2ccccc2)OC1=O (stereo not drawn)
  17.4	·	2.8	8.1	·	·	29.5	·
CCOC(=O)C1=C(N)N(c2ccc(C)cc2)C2=C(C(=O)CCC2)C1c1cccs1 (stereo not drawn)
  -35.9	4.2	-2.9	-2.0	-19.3	-13.4	19.0	16.9
O=C(Cc1ccccc1)N[C@@H](Cc1ccc(O)cc1)C(=O)O
  ·	7.6	·	·	3.2	-3.4	·	-3.1
O=C(N/C(=C\c1cccnc1)C(=O)N1CCOCC1)c1ccco1
  3.7	-5.8	1.8	-3.7	-8.9	3.4	-12.0	-18.9
Cc1ccc(NC(=O)C(=O)NN=C2CCCC2)cc1C
  12.5	-10.9	3.2	-6.4	-15.1	-15.1	7.4	10.1
CCOC(=O)c1c(C)c(C(=O)N2CCN(C(=O)c3ccco3)CC2)c(C)n1C
  5.1	6.7	2.3	-2.6	3.5	3.3	-8.8	-11.9
COc1ccc(CNS(=O)(=O)c2ccccc2Br)cc1
  ·	-5.5	·	·	-2.8	0.9	·	1.9
COCCn1c(SCC(=O)Nc2cc(C)on2)nc2ccccc21
  -18.5	-8.6	2.6	-4.9	-0.5	-8.3	4.6	-5.2
COc1ccc(Cl)cc1N(CC(=O)NCCSc1ccccn1)S(=O)(=O)c1ccccc1
  16.3	3.0	2.0	-2.0	24.0	2.6	2.2	15.5
CN(CCC1CCCCO1)C(=O)CCc1nnc(C2CCCCC2)o1 (stereo not drawn)
  11.6	-5.3	1.7	-6.1	-11.6	0.6	-4.6	-10.7
CC(=O)N1CCc2cc(S(=O)(=O)CCC(=O)Nc3cc(C)cc(C)c3)ccc21
  9.6	-18.6	3.4	-3.5	-1.1	-10.6	1.9	-11.8

Screening data from PubChem.
